# ERAP1 HTS inh = inhibitors of human ERAP1 aminopeptidase | 0.15% of 340,000 active | Q9NZ08 | inhibition, % at 10.7 µM | recombinant ERAP1, Leu-AMC fluorescence, 60 min;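 active = mean replicate inhibition of at least 30%, or all replicates individually reaching that 30% level; inactive = mean below 30% and not every replicate reaching it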;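 also: 0% = neutral control wells and 100% = L-leucinethiol positive control wells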
# Target sequence (Q9NZ08 whole entry, looked up): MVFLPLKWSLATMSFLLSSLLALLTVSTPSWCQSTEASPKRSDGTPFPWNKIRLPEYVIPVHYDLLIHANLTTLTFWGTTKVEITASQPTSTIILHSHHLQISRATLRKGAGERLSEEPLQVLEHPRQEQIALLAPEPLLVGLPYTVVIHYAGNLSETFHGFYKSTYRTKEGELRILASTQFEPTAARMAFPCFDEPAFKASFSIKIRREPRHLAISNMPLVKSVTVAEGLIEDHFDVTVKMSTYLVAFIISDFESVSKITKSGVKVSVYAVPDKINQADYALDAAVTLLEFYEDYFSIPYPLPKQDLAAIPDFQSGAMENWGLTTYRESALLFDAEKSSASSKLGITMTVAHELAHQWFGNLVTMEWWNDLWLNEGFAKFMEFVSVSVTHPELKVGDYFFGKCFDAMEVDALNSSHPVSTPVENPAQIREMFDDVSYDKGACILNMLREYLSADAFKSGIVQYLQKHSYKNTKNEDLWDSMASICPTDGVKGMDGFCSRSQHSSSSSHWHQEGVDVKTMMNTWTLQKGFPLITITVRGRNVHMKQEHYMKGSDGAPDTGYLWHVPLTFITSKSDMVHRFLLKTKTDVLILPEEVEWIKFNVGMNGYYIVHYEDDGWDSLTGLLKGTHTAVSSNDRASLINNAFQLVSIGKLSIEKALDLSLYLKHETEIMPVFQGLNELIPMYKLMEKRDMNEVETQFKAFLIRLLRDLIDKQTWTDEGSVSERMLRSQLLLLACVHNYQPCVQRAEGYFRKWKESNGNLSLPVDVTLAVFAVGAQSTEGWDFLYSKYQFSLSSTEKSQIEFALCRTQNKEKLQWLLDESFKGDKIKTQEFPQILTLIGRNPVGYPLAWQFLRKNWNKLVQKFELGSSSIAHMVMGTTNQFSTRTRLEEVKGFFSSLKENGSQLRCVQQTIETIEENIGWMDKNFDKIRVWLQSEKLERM
# E-sel inducer = E-selectin induction on HUVECs; P16581; HUVEC E-selectin immunofluorescence imaging; normalized: neutral wells 0, TNF-alpha wells 100; activation, % at 7.58 µM; 0.37% of 260,000 active; AID 686992;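 active = mean E-selectin-positive cell signal at least 10% of the positive control, reached in at least 60% of replicates, without over 20% cell loss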;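 also: in these data hits start at about 27%; measured in HUVEC primary endothelial cells; signal is the percent of cells scored E-selectin positive by PE staining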
#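 System: HUVEC, human umbilical vein endothelial cells; quantity: 3,000 cells/well; buffer or medium: EGM-2 medium, gelatin-coated wells; dosing: single-point compound dose; detection: immunofluorescence imaging; evaluation: % PE-positive cells; benchmarks: TNF-alpha, DMSO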
# RAD52 inh = inhibitors of human RAD52 DNA annealing; P43351; 0.46% of 360,000 active; recombinant RAD52 DNA annealing, FRET fluorescence; inhibition, % at 18.7 µM;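 active = every replicate showing at least 50% inhibition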
# An asterisk follows results filed as active. The list is partial. The share of hits here may be higher or lower than overall.
# Results follow in this order: ERAP1 HTS inh, E-sel inducer, RAD52 inh
COc1ccc(C)cc1NC(=O)C(OC(=O)CNC(=O)c1ccc(Br)cc1)c1ccccc1 (stereo not drawn)
    -1, 0.3, 4
CC(=O)Nc1cccc(NC(=O)C(=O)Nc2ccc3c(c2)N(C(=O)C2CC2)CCC3)c1
    0, 1.5, -41
COc1ccccc1-n1c(Cc2cccs2)n[nH]c1=S
    10, 2.6, -12
COC(=O)C1(C)COP(=O)(Nc2ccc(OC)cc2)OC1 (stereo not drawn)
    1, 0.0, -19
O=[N+]([O-])c1cc(Cl)ccc1Oc1ccc(-c2nnco2)cc1
    9, 1.1, -14
CCCNC(=O)NC(=O)CSc1nc(C)cs1
    0, 0.1, -13
CCN1CCC(NC(=O)Nc2ccccc2C(=O)OC)CC1
    6, -0.1, -18
CC1(C)Cc2c(sc(NC(=O)Cc3ccccc3)c2C#N)CO1
    1, -0.3, -11
COc1ccccc1P(=O)(Cc1ccccc1[N+](=O)[O-])c1ccccc1 (stereo not drawn)
    -2, 59*, -12
CCn1c(C)c(C(C)=O)cc(C#N)c1=O
    -4, 0.0, 1
Cc1ccc(C)c(OCCSc2nnc(C)c(=O)[nH]2)c1
    8, 2.3, -4
Cc1cccc(NS(=O)(=O)c2ccc3nc(-c4ccccc4)[nH]c3c2)c1C
    6, 4.5, -7
N#Cc1ccccc1OCC(=O)N(C1CCCCC1)C1CCS(=O)(=O)C1 (stereo not drawn)
    -2, -0.5, -12
Cc1nc(N2CCC(C)CC2)c2c(C)c(C(=O)Nc3cc(F)ccc3C)sc2n1
    2, 0.7, 4
CCCC1NC(=S)NC(C)=C1C(C)=O (stereo not drawn)
    0, -1.2, -12
CC(OC(=O)CC1CCCCC1)C(=O)Nc1ccc(S(N)(=O)=O)cc1 (stereo not drawn)
    0, -0.1, -9
COC(=O)C1=CN(c2ccc(OC)cc2OC)C(N)=C(C#N)C1c1cccc([N+](=O)[O-])c1 (stereo not drawn)
    -1, -0.1, -4
O=[N+]([O-])c1ccc2c(c1)N([O-])C1(CCCCC1)[N+]2=O
    -2, 0.3, -5
O=C(NC(=S)Nc1ccc(C(F)(F)F)cc1)c1csnn1
    0, 0.1, 2
Cc1ccsc1/C=N/Nc1ccc(F)cc1F
    2, -0.5, -14

# An excerpt taken from the entries so far, as a working copy:
# Results follow in this order: ERAP1 HTS inh, E-sel inducer, RAD52 inh
Cc1ccc(C)c(OCCSc2nnc(C)c(=O)[nH]2)c1
    8, 2.3, -4
Cc1cccc(NS(=O)(=O)c2ccc3nc(-c4ccccc4)[nH]c3c2)c1C
    6, 4.5, -7
N#Cc1ccccc1OCC(=O)N(C1CCCCC1)C1CCS(=O)(=O)C1 (stereo not drawn)
    -2, -0.5, -12

# (cont.)
# Results follow in this order: ERAP1 HTS inh, E-sel inducer, RAD52 inh
CCCCNC(=O)C(NC(=O)c1ccc2ccccc2c1)C(=O)c1ccccc1 (stereo not drawn)
    0, -0.1, -1
O=C(NC(c1ccccc1)c1ccccc1)C1CCCO1 (stereo not drawn)
    4, -1.3, 1
Nc1ncnc2c1nc(SCCO)n2Cc1ccccc1
    -5, 0.0, -1
Cc1ccc2nc(SCC(=O)N3CCN(c4ccccc4)CC3)[nH]c2c1
    2, 5.2, -6
COc1ccc(CCNC(=O)c2ccc([N+](=O)[O-])cc2Cl)cc1OC
    -2, 0.6, -19
COc1ccc(C(=O)NC(=S)N(CCC(C)C)c2c(N)n(Cc3ccccc3)c(=O)[nH]c2=O)cc1
    2, -1.3, -6
CCn1c2ccccc2c2cc(/C=C(/C#N)C(N)=S)ccc21
    3, 1.3, -10
NC(=O)c1ncn2c(=O)n(CCCl)nnc12
    3, -0.1, 0
Cc1cc(SCC(=O)OCC(=O)NCC2CCCO2)c(C)cc1Br (stereo not drawn)
    -3, 0.0, -6
O=[N+]([O-])c1ccc(N/N=C2\CC3CC=CC23)c([N+](=O)[O-])c1 (stereo not drawn)
    4, -1.8, -2
Cc1ccc(NC(=O)C(C)N2CCCC2)cc1Cl (stereo not drawn)
    1, -7.4, -11
COc1cc2nc(Cl)nc(NCCO)c2cc1OC
    2, 0.7, 0
COC(=O)[C@]12CCCCC=C1N(Cc1ccco1)C(=O)[C@H](CC(=O)NCC1CCCCC1)C2
    -3, -0.1, -32
Cc1ccc([N+](=O)[O-])cc1CN1CCN(c2ncc(Cc3ccccc3)cn2)CC1
    -3, -0.1, 8
COc1cc(C(=O)NCCCn2ccnc2)cc(OC)c1OC
    0, 1.3, 0
COc1ccccc1C(=O)NC(=O)COC(=O)c1ccc([N+](=O)[O-])cc1Cl
    -2, -0.1, -6
CC(C)(C)n1nc(C2CC2)c(Br)c1NC(=O)c1ccccc1Cl
    0, -0.1, 0
Cc1nccn1-c1cc(C(C)(C)C)nc2c(-c3ccccc3)cnn12
    -1, 0.1, -10
CC(=O)c1ccccc1OC(=O)COc1ccc(Cl)cc1C
    -3, -1.0, -6
O=C(NC(=S)Nc1cccc(NC(=S)NC(=O)c2ccco2)n1)c1ccco1
    -3, -0.2, -16
C1=C(CCNc2ncnc3c2[nH]c2ccccc23)CCCC1
    0, 0.8, -35
O=c1[nH]c(=O)n(Cc2ccc(Oc3ccccc3)cc2)cc1Br
    -2, 0.2, -4
O=S(=O)(Nc1ccc(NS(=O)(=O)c2ccccc2)cc1)c1ccccc1
    -2, -0.2, -11
O=C1C(=Cc2ccc(F)cc2)Cc2ccccc21
    -1, -0.3, -10
Cc1c(NC(=O)C(C)N2C(=O)C3CCCCC3C2=O)c(=O)n(-c2ccccc2)n1C (stereo not drawn)
    4, -0.7, -1
S=c1[nH]nc(-c2ccccn2)n1/N=C/c1ccc(-c2ccccc2Br)o1
    0, 0.3, -19
COC(=O)c1cn(-c2nc3ccccc3s2)nn1
    -2, 0.0, -8
O=C(NNC(=O)c1ccccn1)c1cccc([N+](=O)[O-])c1
    -2, 0.4, -14
COC(=O)[C@]12CCCCC=C1N(Cc1ccco1)C(=O)[C@H](CC(=O)NCCCCc1ccccc1)C2
    -1, 0.2, -24
CC(c1ccccc1)N1CC(C(=O)O)CC1=O (stereo not drawn)
    0, 4.9, -2
C#CCN(Cc1ccco1)C(=O)c1nnc2c3ccccc3n(S(=O)(=O)c3ccc(C)cc3)c2n1
    -2, 0.5, -14
CC1CCN(CCCn2c(SCC(=O)Nc3ccccc3Cl)nc3ccccc3c2=O)CC1
    -1, 6.5, 6
COC(=O)c1ccc(C23CC4(C2)[C@H](CN(Cc2cccnc2)[C@@H]4c2ccccc2)C3c2ccc(C(F)(F)F)cc2)cc1 (stereo partly drawn)
    4, -0.1, -66
COc1cccc(C(=O)N2CCC[C@H]2C(=O)N2CCC[C@H]2C(=O)N(C)Cc2ccccc2)c1
    0, 0.0, -11
CC(C(=O)NC1CCCC1)n1c(C2CC2)nc2ccccc21 (stereo not drawn)
    0, 0.1, -5
Cn1c(=S)[nH]c2[nH]c(=O)cnc2c1=O
    -5, -1.5, -15
CCOC(=O)N1CCN(C(=O)C[C@H]2C[C@@]3(C(=O)OC)C(=C[C@H](C(C)C)O[C@@H]3C3CC3)N(Cc3ccccc3)C2=O)CC1
    -5, 0.2, -5
CCOC(=O)N1CCN(CC(O)COc2ccccc2C(C)(C)C)CC1 (stereo not drawn)
    0, -0.1, -7
COc1ccc(S(=O)(=O)N2CCCCCC2)cc1C(=O)N(C)Cc1ccc(OC)c(OC)c1OC
    4, 0.9, -7
Cc1cc(N)nc(=O)n1C1CC(O)C(CO)O1 (stereo not drawn)
    -3, 0.1, -6
CC1=CC(=C2C=CC(=O)C=C2)C=C(C)N1C
    1, 1.9, 17
COCc1[nH]nc2c1C(c1ccc(Br)cc1)N(Cc1ccccc1)C2=O (stereo not drawn)
    -4, 1.0, -18
CCOC(=O)c1ccc(NC(=S)NCCc2ccc(OC)c(OC)c2)cc1
    2, 2.6, -19
Cn1c(SCc2ccccc2F)nc2ccccc2c1=O
    4, -0.9, -20
C=CCOc1c(Br)cc(/C=N/Nc2ccc(C(=O)O)cc2)cc1OCC
    15, 0.8, -11
CCCCCCCCN1C(=O)[C@@H](CC(=O)N2CCN(C(=O)C3CC3)CC2)C[C@@]2(C(=O)OC)C1=C[C@H](C(C)(C)C)O[C@@H]2C
    1, 0.0, 3
COc1cc(NC(=S)Nc2ccc(N(C)C(C)=O)cc2)cc(OC)c1
    4, 3.3, -2
O=C1CC2(CCN1)CCN(Cc1ccccc1)CC2
    2, 0.0, -47
Cc1csc(N(C(=O)CCNC(=O)c2ccc([N+](=O)[O-])cc2)c2ccccc2)n1
    -3, -0.2, -2
CN1CCN(C(=O)C[C@H]2C=C[C@@H](NC(=O)c3ccc4c(c3)OCO4)[C@@H](CO)O2)CC1
    0, -0.3, 12

# Carrying on:
# Results follow in this order: ERAP1 HTS inh, E-sel inducer, RAD52 inh
COc1nccnc1NS(=O)(=O)c1ccc(NC(=S)NC(=O)c2ccccc2F)cc1
    2, -0.1, -20
C=CCNC(=O)Nc1ccc(F)c(Cl)c1
    -1, 0.0, 0
O=Cc1cccn1-c1sc2c(c1C(=O)O)CCCC2
    -6, -0.1, -5
O=S(=O)(NCCC1=CCCCC1)c1cccc(Br)c1
    3, 4.2, 7
O=C1NC[C@@H](CCCCN2C[C@H](Cc3ccc(O)cc3)N(CCc3ccc(O)cc3)C(=O)C2=O)N(CCc2ccccc2)C1=O
    -8, 0.4, -5
CCn1c(C)nc2cc(NC(=O)Nc3cccc(C(C)=O)c3)ccc21
    -5, 0.4, -4
CCOC(=O)C1(Cc2ccccc2)CCCN(C(=O)COc2ccccc2OC)C1 (stereo not drawn)
    2, -0.4, 4
COc1ccc(-c2c(C(=O)c3ccccc3)[nH]c(N)c2C(N)=O)cc1OC
    -6, -0.2, 0
Cc1cccn2c(=O)nc(SCC(=O)N3CCCC3)nc12
    0, -0.1, -9
COC(=O)C1=C(C)N(Cc2ccc(Br)cc2)C(=S)NC1c1cccc(F)c1 (stereo not drawn)
    1, -0.3, -5
Cc1cc(C)cc(NC(=O)COC(=O)CCCNC(=O)c2ccc(Cl)cc2)c1
    -6, 0.3, -20
COc1ccc(CCNC(=O)COc2ccc(S(=O)(=O)NC3CCCCC3)cc2Cl)cc1OC
    1, -1.2, -15
COc1ccc2c3c(n(C)c2c1)[C@@H](CO)N(C(=O)c1ccc(F)cc1)CC31CN(CC2CC2)C1
    -4, 0.9, 6
CCC(CC)C(=O)Nc1ccc(Nc2ccccc2)cc1
    -7, 0.0, -10
COc1cccc(-n2cc(CN(C)Cc3nc(Cc4ccccc4)no3)cn2)c1
    -1, -1.3, -5
CC(C)N1CCC(N2CCN(C3CCCCCC3)CC2CCO)CC1 (stereo not drawn)
    -6, 0.5, -10
CN1OC[C@@H]2CN(Cc3ccc4c(c3)OCO4)[C@H](c3ccc(-n4ccnc4)cc3)C[C@@H]21
    1, 0.4, -12
CCCCN(Cc1ccccc1)C(=O)CCN1C(=O)C2C3C=CC(C3)C2C1=O (stereo not drawn)
    -3, 3.4, -9
O=c1nc(N/N=C/c2ccco2)cn[nH]1
    -4, 8.8, -4
Cn1c(O)c(/C=C2\C=NN=C2c2ccccc2)sc1=S
    -2, 1.7, -11
CC(C(=O)NC1C=CS(=O)(=O)C1)N1C(=O)/C(=C/c2cccc(Cl)c2)SC1=S (stereo not drawn)
    -1, 0.0, -20
Cc1cc(C)cc(Cn2cc(CN3CC(N4CCCC4)CS3(=O)=O)nn2)c1 (stereo not drawn)
    0, 0.0, -5
Cc1[nH][nH]c(=O)c1N=Nc1ccccc1Cl
    0, 2.0, -23
Nc1nccc2c1ncn2C1OC(CO)C(O)C1O (stereo not drawn)
    4, 1.5, 4
Cc1ccc(C(=O)OCC(=O)NCCN2C(=O)CSC2=O)cc1
    -4, 0.2, 5
NNC(=O)c1ccc(O)cc1O
    -2, 5.2, -6
O=C(CSc1ccsc1[N+](=O)[O-])NC1CCCC1
    -2, 0.0, -7
CCOC(=O)N1CCN(CCC(=O)c2ccc(OC)cc2)CC1
    -2, 0.0, -4
COc1ccc(/C=C/C(=O)C(C(N)=O)=C2SCCS2)cc1
    -1, -1.2, -10
CCOc1ccc(CN(C)C(=O)CNC(=O)c2ccccc2)cc1
    1, 0.1, -11

# Structures shown so far with a CF3 group:
# Results follow in this order: ERAP1 HTS inh, E-sel inducer, RAD52 inh
O=C(NC(=S)Nc1ccc(C(F)(F)F)cc1)c1csnn1
    0, 0.1, 2
COC(=O)c1ccc(C23CC4(C2)[C@H](CN(Cc2cccnc2)[C@@H]4c2ccccc2)C3c2ccc(C(F)(F)F)cc2)cc1 (stereo partly drawn)
    4, -0.1, -66

# Continued.
# Results follow in this order: ERAP1 HTS inh, E-sel inducer, RAD52 inh
Cc1ccccc1NC(=O)C(C)Sc1nnc(CN2CCCC2)n1Cc1ccccc1 (stereo not drawn)
    -4, -0.1, -8
COc1ccc(C(=O)c2[nH]c(N)c(C(=O)NCCc3c[nH]c4ccccc34)c2-c2ccc(Cl)c(F)c2)cc1
    0, 0.5, -10
CCc1cc2c(nc1CC)CCCN2S(=O)(=O)c1ccc(F)cc1
    -1, 0.5, -22
COc1ccc(NS(=O)(=O)c2cccc(NC(=O)CCC(=O)c3ccc(Cl)cc3)c2)cc1
    -1, -1.4, -9
COc1ccc(NC(=O)Nc2ccc(F)c(F)c2)c(OC)c1
    0, -0.2, -5
O=C1CCC(=O)N1CCSC(=S)N1CCOCC1
    13, 0.7, -3

# Assay outcomes from PubChem BioAssay.
